# Screening results from PubChem.
# E-sel TNF inh: E-selectin induction blockers in HUVEC – imaging, immunofluorescence, high content, primary screen; AID 1246, 2008; inhibition, % at 2 µM; actives 0.71% (n = 120,000); HUVEC TNFa-induced E-selectin immunofluorescence;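 active means inhibition above the batch mean plus 3 SD, and confirmed as a hit on visual image review, cut at about 43% in these data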;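 further: 0% = TNF-stimulated DMSO wells and 100% = unstimulated control wells; not every result past the cut was called active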
# GALR2 antag: GALR2 antagonists in receptor-expressing cells, primary screen. Galanin receptor type 2 (Homo sapiens), O43603. inhibition, % at 4 µM. actives 0.39% (n = 140,000). antagonist mode. AID 828, 2007; in the data active means inhibition above about 27%;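 further: cells stimulated with galanin 1-16 at roughly its EC80; 0% = agonist challenge control and 100% = basal control without agonist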
# Target sequence (O43603 whole entry, looked up): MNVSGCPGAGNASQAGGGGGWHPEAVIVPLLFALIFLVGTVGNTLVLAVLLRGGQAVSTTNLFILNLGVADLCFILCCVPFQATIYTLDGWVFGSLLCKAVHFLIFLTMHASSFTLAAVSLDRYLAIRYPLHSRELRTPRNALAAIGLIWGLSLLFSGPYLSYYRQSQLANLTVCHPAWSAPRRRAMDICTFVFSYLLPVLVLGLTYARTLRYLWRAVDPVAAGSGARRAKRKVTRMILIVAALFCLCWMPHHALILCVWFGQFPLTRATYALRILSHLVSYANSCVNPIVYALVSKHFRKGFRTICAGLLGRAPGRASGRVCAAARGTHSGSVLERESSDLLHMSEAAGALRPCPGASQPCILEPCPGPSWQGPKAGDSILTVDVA
# Yeast lifespan up: compounds extending yeast replicative lifespan, primary screen, S. cerevisiae, OD615. S. cerevisiae growth with nicotinamide; deaD strain in restrictive glucose medium. inhibition of the nicotinamide effect, % at 10 µM. actives 0.68% (n = 130,000). AID 775, 2007;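 active means inhibition above a set limit, placed 3 SD over the median of all compounds, cut at about 26% in these data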;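 further: 0% = nicotinamide-treated wells and 100% = cells grown without nicotinamide; some compounds called inactive have numbers as strong as hits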
#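 Material: Modified budding yeast, DeaD strain | Medium: Restrictive glucose medium | Probe or stimulus: 1.5 mM nicotinamide | Dosing: Single dose 10 µM compound, 0.25% DMSO | Times: 48 h at 30 °C | Technique: OD615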
# MRP1 act: H69AR viability gain despite doxorubicin, primary screen, MRP-1 activator project, H69AR cells, CellTiter-Glo | actives 0.61% (n = 140,000) | viability rescue | viability increase, % at 10 µM | AID 799, 2007;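 active means viability gain under doxorubicin at or above a set limit, the compound median plus 3 SD, cut at about 4.7% in these data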;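 further: MRP-1 overexpressing cells given doxorubicin 25 µM after compound pretreatment; 18-22 h compound pretreatment then 72 h with doxorubicin before readout; 0% = doxorubicin-only wells and 100% = vehicle-treated cells without doxorubicin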
# PTEN del growth: growth suppression of PTEN-null HCT116, primary screen, cell-based, CellTiter-Glo. HCT116 PTEN-null viability, 60 h; stronger effect = lower value. viability, % at 10 µM. actives 1.2% (n = 140,000). AID 827, 2007;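 active means viability at or below a set limit, 4 SD under the median of all tested compounds, cut at about 3.7% in these data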;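 further: PTEN knockout HCT116 line with beta catenin targeted HCT116 as companion control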
# NPY-Y2 antag: NPY-Y2 receptor antagonists, primary screen, cell-based; actives 0.99% (n = 140,000); NPY-Y2 expressing cells, antagonist mode; Neuropeptide Y receptor type 2 (Homo sapiens), P49146; AID 793, 2007; inhibition, % at 2.7 µM; in the data active means inhibition above about 17%;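 further: 0% = vehicle with agonist challenge and 100% = reference antagonist with challenge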
# Target sequence (P49146 whole entry, looked up): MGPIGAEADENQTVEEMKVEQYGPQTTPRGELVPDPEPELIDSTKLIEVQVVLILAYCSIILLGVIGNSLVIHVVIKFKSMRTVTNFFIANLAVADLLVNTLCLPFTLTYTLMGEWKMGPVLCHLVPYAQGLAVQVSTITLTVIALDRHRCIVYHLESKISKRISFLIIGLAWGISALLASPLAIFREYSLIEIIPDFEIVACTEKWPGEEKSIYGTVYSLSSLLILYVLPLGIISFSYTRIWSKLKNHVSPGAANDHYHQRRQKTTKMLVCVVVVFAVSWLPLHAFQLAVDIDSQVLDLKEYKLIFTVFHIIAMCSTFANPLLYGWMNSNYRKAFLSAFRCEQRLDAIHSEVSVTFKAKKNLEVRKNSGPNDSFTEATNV
# Measles CPE: compounds protecting cells from measles virus cytopathic effect, primary screen, measles RdRp inhibitor project, single point, MLSMR library, absorbance; Measles virus-infected cells, CPE protection; protection (pct of control), % at 4 µM; actives 1.5% (n = 140,000); in the data active means protection mostly above about 24%, no sharp cut-off; inactive means mostly below about 26%; further: some compounds called inactive have numbers as strong as hits
# bCat KO growth: primary screen for growth suppressors in beta-catenin knockout HCT116 cells (colon tumor, human) | HCT116 beta-catenin knockout viability, CellTiter-Glo, 60 h; stronger effect = lower value | viability, % at 10 µM | actives 1.5% (n = 140,000);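 active means viability at or under a set limit, the compound median less 4 SD, cut at about 6% in these data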;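 further: 0% = Hyamine 1622 control at 20 µM and 100% = untreated cell control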
# Phagocytosis inh: inhibitors of macrophage phagocytosis, primary screen, imaging, J774A.1 cells, IgG beads. J774A.1 macrophage IgG-bead phagocytosis. actives 0.07% (n = 110,000). inhibition, % at 5 µM;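 active means inhibition above the mean of the plate negative controls plus 5 SD, cut at about 13% in these data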;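 further: phagocytic index as fraction of beads internalized from green versus red external bead signal; plate controls were DMSO negative control for no effect and cytochalasin-D positive control for full effect; some results beyond the cut were filed as inactive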
# Yeast growth inh: growth inhibitors of yeast BB579 in restrictive medium, primary screen, yeast lifespan-shortening project, S. cerevisiae; inhibition, % at 10 µM; actives 0.51% (n = 140,000); OD615, 48 h;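 active means inhibition above a set limit, 3 SD over the mean compound inhibition, cut at about 44% in these data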; further: inactives centre near -24
#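 test system = yeast BB579 (DeaD) | buffer or medium = restrictive CSMM-D medium | doses = single compound dose of 10 µM, 0.25% DMSO final | times = 4 h preincubation and 48 h exposure at 30 °C | technique = culture absorbance at 615 nm | benchmarks = amphotericin B 10 µg/mL, positive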
# An asterisk follows results filed as active; nt = not tested or not shown.
SMILES,E-sel TNF inh,GALR2 antag,Yeast lifespan up,MRP1 act,PTEN del growth,NPY-Y2 antag,Measles CPE,bCat KO growth,Phagocytosis inh,Yeast growth inh
CCNC1=C(Cl)C(=O)c2ccccc2C1=O,-69.7,8.9,-10.4,-1.4,30.6,-2.4,6.6,19.4,-1.2,27.2
CC(C)(C)c1cc(C(=O)N/N=C/c2ccco2)n[nH]1,8.4,-7.9,0.4,-0.7,89.2,0.0,5.6,102.0,-10.2,-23.6
NNC(=O)c1nc(-c2ccccc2)n2c1CCCCC2,-1.9,-0.2,-4.1,-1.2,97.2,0.7,14.1,91.3,-0.5,-23.7
CC1(C)CC(=O)C2=C(C1)N(CC1CCCO1)C(=O)C2(O)C(F)(F)F (centres undefined),0.2,9.9,-9.9,2.8,93.2,3.7,5.3,89.2,-0.6,8.2
COc1ccc(OCC(=O)N2CCN(c3cccc(C(F)(F)F)c3)CC2)cc1,14.4,3.3,-10.0,1.2,91.7,9.9,3.3,94.5,-0.3,-21.0
Cc1ccccc1NC(=O)Cn1nnc(S(=O)(=O)c2ccc(C(C)(C)C)cc2)c1N,-29.3,0.9,3.7,-4.2,70.2,3.2,6.2,84.4,nt,-28.6
Cc1ccc(-c2cc(C(F)F)n3ncc(C(=O)Nc4ccc(S(=O)(=O)Nc5ccccc5C)cc4)c3n2)cc1,16.8,-5.0,-8.8,-6.8,59.1,-1.5,3.6,64.0,nt,-35.1
CCOC(=O)N1CCN(c2c(NCc3ccc(N(C)C)cc3)c(=O)c2=O)CC1,17.1,-4.8,-10.5,-0.9,105.1,-0.4,6.5,100.0,-0.6,-37.4
O=C(NNC(=O)c1ccccc1-n1cccc1)c1ccc(Cl)c(Cl)c1,3.7,-4.2,-9.4,-0.3,34.5,0.3,7.2,29.5,nt,-19.9
NC(=O)CSc1nnc(COc2ccccc2)n1CCc1ccccc1,9.1,-4.8,-2.7,-1.0,77.8,2.0,35.4,73.7,-1.8,29.3
CCNC(=S)N(CCc1c(C)[nH]c2ccccc12)Cc1cc(OC)c(OC)c(OC)c1,-12.5,3.0,0.5,-2.9,66.6,1.1,4.8,72.8,nt,-19.4
O=C(NC(=S)NCCN1CCOCC1)c1ccc(F)cc1,nt,16.4,3.0,-1.1,92.0,2.0,19.1,92.5,4.9,-21.0
COc1ccc(S(=O)(=O)N2CCC(C(=O)NCc3ccccn3)CC2)cc1C,-32.9,3.1,-9.3,-1.0,93.0,-0.7,2.9,83.3,1.8,-46.2
O=S(=O)(Nn1cnnc1)c1ccccc1Cl,-12.3,2.6,-2.6,-1.6,98.4,-0.2,7.4,96.3,-0.4,-12.6
CCN(CCCNC(=O)c1cn(CC)c2ccc(S(=O)(=O)N(C)C)cc2c1=O)c1cccc(C)c1,-11.8,2.2,-6.1,-4.5,59.6,13.5,4.4,71.1,-2.0,-29.6
CCc1ccc(Nc2ccc(S(=O)(=O)N3CCOCC3)cc2[N+](=O)[O-])cc1,6.4,7.5,2.0,-2.5,73.5,1.0,11.5,81.0,nt,5.9
Cc1cccc(NC(=O)C2CCCN2S(=O)(=O)c2ccc(F)cc2)c1C (centres undefined),-6.7,1.7,-2.5,-2.7,98.9,-4.0,14.3,93.7,0.2,-16.1
COc1ccc(C(=O)NC(=S)NNC(=O)c2c(-c3ccccc3)noc2C)cc1,nt,-7.7,7.6,-0.3,21.1,6.8,3.9,25.8,-4.0,1.5
O=C(Nc1ccc(N2CCN(C(=O)c3ccco3)CC2)cc1)c1ccc2c(c1)OCO2,16.2,2.2,-3.0,-3.1,76.0,2.2,3.8,83.9,nt,-26.5
O=C(O/N=C1\CCCc2ccccc21)c1cccc(Cl)c1,nt,8.9,-8.3,-3.5,94.9,-0.8,7.7,92.7,0.6,-6.0
CC1(C)CC(NC(=O)C23CCC(C)(C(=O)C2)C3(C)C)CC(C)(C)N1 (centres undefined),7.8,-13.3,0.9,-0.1,99.4,3.1,8.5,95.9,-0.8,9.6
Cc1oc2ccc(O)cc2c1C(=O)c1ccc(Cl)cc1,10.8,-7.1,-11.4,-3.4,91.1,1.2,4.1,93.6,0.4,-17.1
O=C(NCCCN1CCN(c2cccc(Cl)c2)CC1)C1(S(=O)(=O)c2ccc(Cl)cc2)CC1,-2.5,2.9,-10.9,-2.7,71.0,1.1,12.0,72.3,0.0,-25.5
CC1Cc2ccccc2N1C(=O)CO/N=C/c1ccc(OC(F)F)cc1 (centres undefined),-17.4,7.2,5.2,-3.3,93.0,4.8,7.0,103.4,-3.3,-33.5
CCN(CC)CCNC(=O)c1ccc(N2CCCCC2)c(NS(=O)(=O)c2ccc(C)cc2)c1,-1.1,-10.4,-9.0,-3.3,1.8*,11.3,7.7,1.8*,-0.9,-37.4
COc1ccc(-n2nccc2-c2nn(-c3cccc(OC)c3)c(=O)n(C)c2=O)cc1,15.8,-16.5,-1.0,-2.3,89.0,-2.0,3.0,88.1,0.1,4.1
Cc1ccc(S(=O)(=O)N(C)C)cc1NC(=S)NC(C)CCC(C)C (centres undefined),-3.4,-1.2,5.9,-4.0,80.4,2.1,6.3,76.4,-4.7,11.9
CCN1C(=O)/C(=C2\Sc3ccccc3N2CC)OC1=S,-2.1,-6.6,-6.7,0.8,95.3,3.2,1.4,96.1,-1.4,-50.7
CCOc1ccc(OCC)c(NC(=O)CCS(=O)(=O)c2ccc(Br)s2)c1,13.9,-3.7,1.3,-0.1,92.2,2.2,1.5,95.5,0.0,-5.8
CCOc1cc(/C=C2\N=C(C)OC2=O)cc(Br)c1OCC(=O)OC,-7.3,-7.1,-11.1,3.4,101.8,4.2,3.1,103.3,nt,3.2
CCOC(=O)c1ccc(-n2c(C)ccc2C)cc1,nt,-3.2,-8.8,-3.4,14.7,1.0,1.5,19.4,4.9,12.7
O=C(CCCSc1nc(-c2ccco2)cc(C(F)(F)F)n1)NCC1CCCO1 (centres undefined),2.1,-14.6,nt,-4.5,91.3,4.3,6.0,89.9,nt,-21.8
Cc1cc(C)nc(-n2nc(C)c(Oc3ccccc3O)c2C)n1,nt,-20.4,0.8,-3.1,95.8,-1.8,8.9,91.7,1.1,-28.9
O=C(Nc1ccc(N2CCOCC2)cc1)NC1CCCCC1,nt,13.7,-4.1,-1.2,103.5,-1.5,23.1,102.3,-0.3,-26.6
Cn1c(SCC(=O)N2CCN(c3ccccc3)CC2)nnc1-c1cc2ccccc2o1,-8.7,-10.8,-12.8,-1.1,81.0,1.8,3.3,77.5,-0.5,-61.1
O=C(Cc1ccc(-n2c(=O)[nH]c3ccccc3c2=O)cc1)N1CCN(c2ccccc2)CC1,-20.5,-3.3,-1.2,0.8,66.2,0.6,3.4,84.2,-0.3,-62.1
O=C(Nc1ccc2c(c1)CCC2)c1cc(S(=O)(=O)Nc2ccc(F)cc2)c(Cl)cc1Cl,nt,20.9,3.0,-0.9,64.5,-2.8,7.1,66.9,-2.6,-19.4
CN(C(=O)c1cccnc1)c1nnc(-c2cccnc2)s1,-103.0,3.5,-2.8,2.4,104.0,0.1,2.9,103.9,-0.7,1.2
COc1cc(-c2nnc(Cn3cc(C(F)(F)F)ccc3=O)o2)cc(OC)c1OC,17.7,-10.8,-31.1,-4.2,74.0,1.4,8.9,85.6,-1.6,-40.6
O=C(O)C1C2C=CC3(CN(CC(O)COc4ccccc4)C(=O)C13)O2 (centres undefined),10.2,-15.6,0.7,-0.2,108.4,0.2,12.6,97.1,-0.1,-17.0
Cc1ccc(Cl)cc1NC(=O)c1ccc(CSc2nnnn2C)cc1,3.3,0.8,-12.6,-1.0,92.1,2.0,24.8,85.8,-1.6,-40.4
Cn1c(Cn2c(=O)sc3ccccc32)nnc1SCc1ccccc1,-33.0,-1.2,1.7,-0.5,95.7,5.4,27.1,92.6,nt,-50.1
CCCc1cc(C(=O)OC)c2ccccc2n1,nt,-7.2,-5.1,-1.1,89.4,6.9,15.7,97.2,-1.5,-27.4
CCn1c(CSc2ncccn2)nnc1SCC(=O)N1CCc2ccccc21,19.4,8.0,-3.3,-2.0,83.0,0.9,7.4,91.6,-0.6,-36.3
Clc1nnc(N/N=C/c2ccccc2)c2ccccc12,16.6,14.7,-8.4,-2.4,75.2,-0.7,23.4,76.9,1.3,-2.6

# Among those listed so far, these have a tert-butyl group.
SMILES,E-sel TNF inh,GALR2 antag,Yeast lifespan up,MRP1 act,PTEN del growth,NPY-Y2 antag,Measles CPE,bCat KO growth,Phagocytosis inh,Yeast growth inh
CC(C)(C)c1cc(C(=O)N/N=C/c2ccco2)n[nH]1,8.4,-7.9,0.4,-0.7,89.2,0.0,5.6,102.0,-10.2,-23.6
Cc1ccccc1NC(=O)Cn1nnc(S(=O)(=O)c2ccc(C(C)(C)C)cc2)c1N,-29.3,0.9,3.7,-4.2,70.2,3.2,6.2,84.4,nt,-28.6

# Later entries:
SMILES,E-sel TNF inh,GALR2 antag,Yeast lifespan up,MRP1 act,PTEN del growth,NPY-Y2 antag,Measles CPE,bCat KO growth,Phagocytosis inh,Yeast growth inh
Fc1ccc(N2CCN(C(c3cccs3)c3nnnn3CCc3ccccc3)CC2)cc1 (centres undefined),nt,-0.2,-4.9,0.4,74.6,3.3,23.1,78.7,nt,-48.6
O=C(c1ccccn1)c1ncc(C(F)(F)F)cc1Cl,-22.6,-4.1,-4.8,-1.6,91.3,-1.7,21.9,89.5,nt,9.6
COc1cc(CC(=O)Nc2ncc(C)s2)cc(OC)c1OC,-6.7,1.8,-13.5,-1.3,78.1,1.1,5.8,80.8,-1.1,-34.9
CCOC(=O)CSCC(=O)N1N=C(c2cccs2)CC1c1ccc(F)cc1 (centres undefined),-47.5,-9.0,22.4,-4.5,69.5,3.8,14.2,80.6,-6.7,-19.4
O=C1CSC2=NCN(c3ccccc3)CN12,-3.7,1.9,-4.4,8.4*,87.7,-0.5,6.5,89.7,-0.3,-14.3
Fc1ccc(C2CC(c3cccs3)=NN2C(=S)Nc2ccccc2)cc1 (centres undefined),-17.9,3.3,2.9,0.7,78.2,-4.4,14.1,86.5,2.4,-17.6
Cn1c(=O)n(C)c2cc(C(=O)Nc3ccc4c(c3)OCO4)ccc21,-16.6,20.7,-14.9,-1.8,12.1,0.4,25.9,14.8,-0.3,-26.9
Nc1ccc(C#Cc2ccccc2)cc1,2.1,-7.9,-23.2,-1.4,99.9,4.8,34.4,97.7,nt,-55.1
N=c1sccn1CC(=O)N1CCc2ccccc21,14.3,-14.7,2.5,-1.9,99.6,4.6,6.3,103.2,0.0,-60.1

# The order is random. About 6.1% of those tested had a hit in this group.
